NCOA2 inhibitor: inhibits human steroid receptor coactivator 2; inhibition, % at 9 µM; HEK293 GAL4-SRC2 luciferase reporter, luminescence; Q15596; AID 651957; 370,000 tested, 0.17% active;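 active = inhibition above the mean inhibition of all tested compounds plus 3 SD, set per campaign, cut at about 52% in these data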;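 note: 0% = DMSO treated cells and 100% = cells given Gossypol at 36 µM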
ABHD5-PLIN5 inh: ABHD5-PLIN5 protein interaction inhibition; AID 602281; 360,000 tested, 0.78% active; inhibition, % at 4 µM; Split G. princeps luciferase complementation, luminescence, 4 h; Q00G26+Q8WTS1;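 active = inhibition above the mean inhibition across every tested compound plus 3 SD, cut at about 22% in these data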;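 note: 0% = DMSO only wells and the 100% control is not disclosed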
Target sequence (Q00G26 whole entry, looked up): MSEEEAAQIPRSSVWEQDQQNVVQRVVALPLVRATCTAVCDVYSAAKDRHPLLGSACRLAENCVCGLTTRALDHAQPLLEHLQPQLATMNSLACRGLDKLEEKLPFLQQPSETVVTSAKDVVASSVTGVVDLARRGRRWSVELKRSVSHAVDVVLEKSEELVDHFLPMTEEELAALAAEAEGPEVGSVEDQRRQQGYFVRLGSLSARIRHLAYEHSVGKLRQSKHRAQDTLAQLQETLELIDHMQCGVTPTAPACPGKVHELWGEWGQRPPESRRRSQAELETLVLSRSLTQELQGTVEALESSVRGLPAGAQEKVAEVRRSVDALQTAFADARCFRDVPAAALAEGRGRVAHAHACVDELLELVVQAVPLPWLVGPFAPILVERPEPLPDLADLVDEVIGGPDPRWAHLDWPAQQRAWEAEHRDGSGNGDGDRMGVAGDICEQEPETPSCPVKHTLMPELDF
Target sequence (Q8WTS1 whole entry, looked up): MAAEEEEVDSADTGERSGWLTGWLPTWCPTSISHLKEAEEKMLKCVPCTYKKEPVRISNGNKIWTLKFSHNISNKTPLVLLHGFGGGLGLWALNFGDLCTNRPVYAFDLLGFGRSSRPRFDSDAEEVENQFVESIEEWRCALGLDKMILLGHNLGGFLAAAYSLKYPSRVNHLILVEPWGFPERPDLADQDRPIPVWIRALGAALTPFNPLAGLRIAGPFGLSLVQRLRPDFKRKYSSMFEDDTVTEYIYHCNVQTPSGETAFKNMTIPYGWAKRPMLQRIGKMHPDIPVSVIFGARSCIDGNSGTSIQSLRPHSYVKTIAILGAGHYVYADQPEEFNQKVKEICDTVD
COUP-TFII inh: NR2F2 (human) inhibition, primary screen. inhibition, % at 8.6 µM. HEK293T NGFI-A luciferase reporter, luminescence. AID 686940. P24468. 370,000 tested, 0.7% active;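 active = inhibition above a per-plate cutoff, mean inhibition of test wells between control levels plus 3 SD, cut at about 38% in these data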;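 note: cells cotransfected with COUP-TFII expression vector driving the NGFI-A reporter; 0% = median of COUP-TF2 test wells and 100% = reporter-only cells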
NCOA3 inh: inhibits human SRC3 coactivator | Q9Y6Q9 | HEK293 GAL4-SRC3 luciferase reporter, luminescence | inhibition, % at 3.6 µM | 360,000 tested, 0.17% active;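 active = inhibition above a per-campaign cutoff, the mean of all compounds plus 3 SD, cut at about 60% in these data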;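 note: 0% = DMSO-treated cells and 100% = gossypol-treated cells at 36 µM; higher means less SRC3-driven luciferase light from the GAL4 reporter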
TROY signal inh: inhibitors of TROY-dependent NF-kB signaling | inhibition, % at 10 µM | AID 1347056 | 360,000 tested, 0.98% active | Q293 LMP1-TROYcd NF-kB luciferase reporter, 4 h;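 active = compounds whose plate-normalised and pattern-corrected inhibition of the luciferase reporter signal at the single screening dose is 50% or more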
Granule exo inh: blocks lytic granule exocytosis; TALL-104 LAMP-1 surface exposure, flow cytometry; cells stimulated with thapsigargin and PMA; inhibition, % at 10 µM; 360,000 tested, 0.66% active;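 active = inhibition above about 55%, limit read from the data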
TWEAK Fn14 block: inhibitors of TWEAK-Fn14 interaction signaling; TWEAK-stimulated Fn14 reporter cells, luciferase luminescence, 8 h; 360,000 tested, 2% active; inhibition, % at 10 µM; AID 1159606; in the data active = inhibition above about 50%
NOD2 RIPK2 PPI: blocks binding of human NOD2 to RIPK2. O43353. CHO BLA complementation NOD2-RIPK2, CCF4 ratio. inhibition, % at 4.98 µM. 360,000 tested, 0.38% active; in the data active = inhibition above about 21%;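 note: 0% = vehicle only and 100% = reference blocker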
NCOA1 inh: inhibits human SRC1 coactivator. Q15788. AID 588354. 360,000 tested, 0.12% active. inhibition, % at 3.6 µM. HEK293 GAL4-SRC1 luciferase reporter, luminescence;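 active = inhibition above the campaign mean plus 3 SD, with each screening campaign given its own cutoff, cut at about 60% in these data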;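 note: 0% = DMSO treated cells and 100% = gossypol at 36 µM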
TLR9-MyD88 block: inhibitors of human TLR9-MyD88 binding; 340,000 tested, 0.21% active; inhibition, % at 4.98 µM; CHO BLA complementation TLR9-MyD88, CCF4 FRET ratio; Q9NR96+Q99836;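 active = inhibition above the mean over all tested compounds plus 3 SD, cut at about 21% in these data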;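 note: 0% = DMSO only wells and 100% = clavulanate BLA inhibitor control wells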
LRH-1 inv ag: suppresses constitutive activity of human LRH-1; HEK293T StAR-luciferase reporter, LRH-1 transfected, 24 h; 360,000 tested, 0.13% active; O00482; inhibition, % at 3.6 µM;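 active = inhibition above the mean inhibition of all tested compounds plus 3 SD, cut at about 73% in these data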;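 note: 0% = DMSO wells and 100% = reporter-only cells lacking LRH-1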
* marks the source's active call; other numbers are inactive results; / = no result given. The list is partial. The share of hits here may be higher or lower than overall.

SMILES	NCOA2 inhibitor	ABHD5-PLIN5 inh	COUP-TFII inh	NCOA3 inh	TROY signal inh	Granule exo inh	TWEAK Fn14 block	NOD2 RIPK2 PPI	NCOA1 inh	TLR9-MyD88 block	LRH-1 inv ag
CN(Cc1ccccc1)Cc1nc2c(c(=O)n(C)c(=O)n2C)n1CCCc1ccccc1	4.0	3.1	4.7	23.1	5.2	-0.9	-20.4	-1.1	-11.1	8.6	-9.1
COc1ccc2oc(C(=O)NC3(C)CCS(=O)(=O)C3)c(C)c2c1 (stereo not given)	-15.5	-5.3	-3.2	-30.1	-5.7	-2.9	-22.9	-6.8	-13.5	2.4	-4.0
CNC(=S)N1N=C2c3ccccc3CCC2C1c1ccccc1Cl (stereo not given)	-5.1	-6.0	3.1	1.4	3.1	1.8	3.8	-2.3	-3.0	-12.6	11.8
O=C(Nc1nc2nccc(-c3ccccc3)n2n1)c1ccccc1	-26.0	0.7	-5.2	-85.9	-29.1	-4.1	2.1	-6.2	-78.0	-1.7	-35.8
COc1ccc(CCNC(=O)COC(=O)CCC(=O)c2ccc(F)cc2)cc1	-8.4	5.7	6.4	-23.0	-7.6	-0.9	-22.3	-5.0	5.9	-7.1	7.8
O=C(CCCN1C(=O)c2ccccc2C1=O)Nc1ccc(S(=O)(=O)N2CCOCC2)cc1	-1.8	2.9	-7.5	-0.9	-7.0	24.7	-1.4	-2.1	-20.3	2.6	-17.1
O=C(Nc1ccc(C2=CN(Cc3ccccc3)CCC2=O)cc1)OCc1ccccc1	12.4	-0.2	4.8	-10.2	0.1	7.1	-1.3	-7.4	-1.0	-2.1	-13.1
Clc1ccc(-c2nnc(-c3ccccc3)nc2-c2c[nH]c3ccccc23)cc1	-19.0	6.4	13.0	0.5	-4.1	0.5	-25.8	-2.9	-6.0	2.1	2.3
COC(=O)[C@H](C)NC(=O)Nc1cc(OC)ccc1OC	-4.5	2.8	1.9	2.9	16.8	1.4	-5.1	5.7	-14.0	0.5	17.3
O=C(CC1C[C@H](C(=O)N2CCCCC2)[C@@]2(CCc3ccccc3)c3[nH]c4ccccc4c3CCN2C1=O)NCCCn1ccnc1 (stereo not given in full)	-11.4	3.2	5.0	5.4	3.3	2.6	3.2	-9.1	6.8	-7.0	15.1
O=C1CC2(CCCC2)C(=O)N1CN1CCN(S(=O)(=O)c2ccc(Cl)c(Cl)c2)CC1	-7.7	-7.4	7.6	5.0	-2.5	-3.5	-7.2	-9.1	-18.7	-1.7	7.0
Nc1nc(N)c(Br)c(Nc2ccc(Cl)c(Cl)c2)n1	-22.4	-5.0	-13.2	-9.4	16.7	-4.3	21.0	-3.0	-16.6	-10.1	-3.4

Only NOD2 RIPK2 PPI (4 entries from above):
mol,NOD2 RIPK2 PPI
COc1ccc(CCNC(=O)COC(=O)CCC(=O)c2ccc(F)cc2)cc1,-5.0
O=C(CCCN1C(=O)c2ccccc2C1=O)Nc1ccc(S(=O)(=O)N2CCOCC2)cc1,-2.1
O=C(Nc1ccc(C2=CN(Cc3ccccc3)CCC2=O)cc1)OCc1ccccc1,-7.4
Clc1ccc(-c2nnc(-c3ccccc3)nc2-c2c[nH]c3ccccc23)cc1,-2.9

Going on with the list.
SMILES	NCOA2 inhibitor	ABHD5-PLIN5 inh	COUP-TFII inh	NCOA3 inh	TROY signal inh	Granule exo inh	TWEAK Fn14 block	NOD2 RIPK2 PPI	NCOA1 inh	TLR9-MyD88 block	LRH-1 inv ag
COc1ccccc1NC(=O)NN1CCCCC1	9.4	-2.5	6.2	7.0	-5.9	1.2	1.3	-9.1	-1.1	-7.2	-22.4
CC1(C)Cc2ccccc2C(N)=C1C#N	-10.7	-0.1	9.0	25.8	-17.5	7.7	5.0	-13.0	-9.0	-9.6	-18.3
C=CCn1c(NCc2cc(C)ccc2O)nc2ccccc21	-18.1	-2.6	1.8	13.2	-17.6	4.0	-4.4	-4.2	-22.7	8.6	1.4
Cc1c(C(=O)c2ccccc2)oc2ccc3ccccc3c12	-91.6	-3.8	-34.9	-69.6	-27.0	-14.1	-5.1	-9.2	-87.2	-3.1	-105.8
CCN(CC)Cc1c(O)ccc2c(-c3ccccc3)cc(=O)oc12	9.3	1.2	2.6	-5.8	-14.0	7.9	-6.3	18.8	-1.3	11.7	1.4
Nc1c(-c2ccccc2)c(CSc2nc3ccccc3[nH]2)nn1-c1cccc(C(=O)O)c1	12.4	3.1	-0.2	0.3	-0.9	0.6	-7.9	-6.6	3.9	2.6	12.3
O=c1[nH]c2ccc(Br)cc2c(=O)o1	35.8	5.0	34.0	15.5	0.8	5.8	7.8	-8.6	-4.5	-1.6	25.2
Cc1ccc(-c2nc(CS(=O)(=O)CC(=O)NC3CCCCCC3)c(C)o2)cc1	-2.5	6.6	11.8	12.1	2.4	1.0	1.9	-9.9	-16.8	8.3	5.5
CCOC(=O)COc1ccc2c(=O)c(-c3ccccc3)coc2c1	-11.4	1.7	14.8	20.5	-7.8	5.2	-10.4	-3.2	-7.7	2.9	-0.3
N/C(=N\OC(=O)CCC1CCCC1)c1ccc(Cl)cc1	-10.9	-5.5	0.6	-20.6	-81.6	-5.7	-24.1	-1.4	12.8	5.8	14.3
Cc1nn(CC(=O)NCC2CCCO2)c(=O)c2ccccc12 (stereo not given)	2.6	-4.1	-5.0	-2.6	9.6	1.6	6.9	6.7	-21.6	-0.3	11.0
c1ccc2c(OCCCN3CCCCCC3)cccc2c1	7.6	-1.3	12.1	3.4	-22.0	4.4	35.9	3.6	13.2	6.1	12.8
Cc1ccc(C(=O)Nn2cnnc2)c(Cl)c1	12.0	7.1	3.7	-0.1	14.2	-5.3	19.7	5.1	9.8	-6.8	23.9
Cc1nnc(SC(C)C(=O)Nc2ccc(N3CCOCC3)cc2)n1Cc1ccccc1 (stereo not given)	-19.0	0.0	8.8	2.7	-3.5	-5.2	-2.6	-0.6	-9.0	4.5	13.7
N#Cc1c(-c2ccccc2)cc(-c2ccccc2)nc1SCC(=O)O	-13.5	-4.4	19.3	8.2	5.6	23.8	1.5	-4.8	-7.1	-2.3	-2.0
CC(=O)CSc1ncnc2nc[nH]c12	-7.0	1.9	-8.8	15.0	7.1	-4.4	0.2	-2.6	-16.6	-12.4	4.5
CCOC(=O)Cc1cc(=O)n2[nH]c(C)c(-c3ccc(OC)cc3)c2n1	8.7	7.5	1.2	-20.8	-3.0	0.0	3.5	-10.4	-11.4	1.8	5.8
CC1(C2CC2)NC(=O)N(CC(=O)NCc2ccc(Cl)cc2Cl)C1=O (stereo not given)	18.9	7.7	-11.5	15.1	-5.4	0.1	3.0	-24.9	-4.9	-2.1	23.3
CC(NC(=O)CCCc1c[nH]c2ccccc12)c1ccc(F)cc1 (stereo not given)	-15.1	5.1	-18.5	-10.4	13.7	0.9	1.9	2.6	-7.0	4.5	9.8
COc1cccc(-n2c(SCC(=O)Nc3sc4c(c3C(N)=O)CCC4)nc3ccccc3c2=O)c1	7.2	0.3	-7.2	-2.1	-19.1	0.2	19.4	-4.9	-3.7	-3.4	4.1
O=C(COc1ccccc1Cl)Nc1cccc(S(=O)(=O)NC2=NCCCCC2)c1	-24.6	1.0	-10.3	18.8	11.2	-3.7	-9.6	6.8	-83.1	10.2	-11.8
CCN(CC(=O)Nc1ccc(NC(C)=O)cc1)C(=O)C1CC(=O)N(Cc2ccc(C)cc2)C1 (stereo not given)	-3.3	1.8	13.6	-2.0	-12.6	3.2	-0.1	0.3	-2.1	4.3	4.3
CCOC(=O)CC(NC(=O)c1cccs1)c1ccc(C)cc1 (stereo not given)	10.2	-1.3	2.4	-5.2	-3.2	-3.2	-1.7	-6.2	-1.4	-2.2	6.3
CCn1cc(/C=C(\NC(=O)c2ccc(OC)cc2)C(=O)N2CCN(C)CC2)c2ccccc21	13.3	-6.3	-15.1	-10.6	-17.2	3.6	17.2	7.4	13.4	-6.1	-2.7
COc1ccc(Nc2nc(N3CCCC3)c3ccccc3n2)cc1	6.1	-1.2	22.4	8.5	46.0	1.4	6.1	4.0	6.9	-2.3	11.2
CCCCNC(=O)c1nc(C2CCN(S(=O)(=O)c3ccc(F)c(F)c3)CC2)oc1-c1cccc(C(F)(F)F)c1	-15.2	6.4	-19.0	10.7	19.8	-2.3	-10.1	0.0	-1.5	/	2.2
COc1ccc(C(C(=O)NC(C)(C)C)n2c(-c3ccc(C(F)(F)F)cc3)nc3ccccc32)cc1 (stereo not given)	-13.1	-9.3	-24.7	/	/	0.6	/	-21.4	/	/	4.2
OCCCNc1ncnc2c1cnn2-c1ccc(Cl)cc1	-18.2	10.4	12.5	-26.9	14.9	38.3	68.0*	-15.3	-42.7	1.7	-98.4
Cc1ccc(C(=O)/C=C/N(C)C)cn1	-31.0	6.7	2.8	-24.4	3.2	-1.0	-6.9	3.6	-41.0	-6.3	-15.2
O=C(Cc1cccs1)NC(c1ccccc1)c1ccccc1	-20.1	-2.8	7.4	-1.5	-13.7	2.8	-9.7	3.7	-10.9	4.5	-2.9
CCc1cccc(NC(=O)Cn2c(=O)n(CCC(=O)NCC3CCCO3)c(=O)c3cc(OC)c(OC)cc32)c1 (stereo not given)	-36.1	-3.0	9.9	8.6	14.6	-4.1	7.7	0.6	6.0	-4.1	8.7
CCCN1CCC(C)(C(=O)Nc2cccc(OC(C)C)c2)C1 (stereo not given)	2.5	-2.9	6.1	1.6	3.6	15.7	-9.9	1.8	4.5	/	-6.9
CC1CCN(C(=O)c2ccc(NC(=O)c3ccccc3)cc2)CC1	-4.7	2.9	8.4	15.1	-12.7	-1.7	-4.6	-10.0	-7.7	-0.6	5.1
CCc1ccc(OCC(=O)Nc2ncn[nH]2)cc1	-70.1	-3.4	-39.3	-62.8	-42.5	28.0	3.2	0.3	-65.5	2.5	-105.0
Nc1ccc(C(=O)OCC(=O)NC(=O)c2ccccc2)cc1[N+](=O)[O-]	-17.0	4.3	-14.0	-5.8	-2.7	-1.0	1.0	0.9	2.4	-6.4	-3.6
Cc1cc2c(=O)n(C)c(SCC(=O)Nc3ccccc3C)nc2s1	14.0	11.5	2.2	5.1	-13.8	-3.5	0.9	-11.2	-10.6	-1.7	28.7
Cc1nc(S(=O)(=O)Cc2ccc(Cl)cc2)nc2c1CCC2	-20.6	-0.6	-13.6	5.4	10.8	-5.3	2.5	1.8	-28.6	-3.3	16.6
Cn1c(NCc2cccnc2)nc2cc(-c3cccc(C(=O)NCCO)c3)sc2c1=O	4.7	4.2	8.3	10.1	-4.8	1.4	-10.6	12.3	7.8	/	-11.9
CCOc1ccc(CNc2ccc(N3CCOCC3)c(C(=O)O)c2)cc1	-6.7	-1.3	10.7	-3.3	5.7	0.3	-7.5	-14.0	-13.5	-2.2	2.3
O=C(CSc1n[nH]c(=O)[nH]c1=O)N/N=C/c1ccccc1	-4.3	1.8	19.8	-4.1	3.2	-2.0	3.2	2.8	-8.0	-9.7	10.4
CC1(C(=O)NS(=O)(=O)c2cccc(Cl)c2)CCN1C(=O)c1cccc(F)c1 (stereo not given)	-5.5	-3.0	6.8	-3.1	-14.0	18.1	-9.6	-11.2	4.2	/	18.6

Screening data as filed in PubChem BioAssay.
